High-throughput results: PubChem BioAssay, National Center for Advancing Translational Sciences (NCATS)
D1 antag = antagonists of human D1 dopamine receptor; activity change, negative = inhibition, % at 10 µM; actives 3.2% (n = 360,000); P21728; HEK293 TREx D1 cells, calcium flux, dopamine EC80; hits give low values; in the data active means activity change below about -30%; further: on the % scale 0 is the no-effect control and ±100 the full control effect
Target sequence (P21728 whole entry, looked up): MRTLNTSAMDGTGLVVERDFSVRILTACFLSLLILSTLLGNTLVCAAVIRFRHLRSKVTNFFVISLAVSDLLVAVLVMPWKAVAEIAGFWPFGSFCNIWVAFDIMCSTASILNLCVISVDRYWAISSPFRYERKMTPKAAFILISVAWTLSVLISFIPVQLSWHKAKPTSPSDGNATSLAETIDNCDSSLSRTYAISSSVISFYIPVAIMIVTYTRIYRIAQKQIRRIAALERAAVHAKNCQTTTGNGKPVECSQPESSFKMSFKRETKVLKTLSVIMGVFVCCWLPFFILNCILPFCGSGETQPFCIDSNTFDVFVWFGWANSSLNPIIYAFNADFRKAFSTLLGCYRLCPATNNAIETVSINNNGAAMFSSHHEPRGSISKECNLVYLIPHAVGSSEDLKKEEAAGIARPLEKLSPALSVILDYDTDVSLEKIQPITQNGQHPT
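Using tetracycline-induced force-coupled D1 Hek293 cells and a calcium dye, signals were followed for 180 s after compound, then for 180 s after EC80 dopamine, to detect inhibitors.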
TRHR enhancer = TRH receptor (human) allosteric enhancement; actives 0.66% (n = 360,000); P34981; TRHR cells, fluo-8 calcium fluorescence, EC20 TRH enhancement; enhancement, % at 2 µM; in the data active means enhancement above about 30%; further: 0% is about no effect
Target sequence (P34981 whole entry, looked up): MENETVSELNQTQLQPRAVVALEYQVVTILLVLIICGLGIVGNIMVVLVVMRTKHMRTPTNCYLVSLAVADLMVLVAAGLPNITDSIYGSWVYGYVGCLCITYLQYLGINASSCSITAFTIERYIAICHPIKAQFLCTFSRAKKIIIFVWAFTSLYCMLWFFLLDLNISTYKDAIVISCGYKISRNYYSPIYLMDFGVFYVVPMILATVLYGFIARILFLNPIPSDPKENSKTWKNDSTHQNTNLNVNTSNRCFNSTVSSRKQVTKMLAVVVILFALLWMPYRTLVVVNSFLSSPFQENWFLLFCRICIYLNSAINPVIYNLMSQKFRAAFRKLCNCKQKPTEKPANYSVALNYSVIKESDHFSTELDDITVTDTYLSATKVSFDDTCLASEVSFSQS
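TRHR-expressing cells loaded with fluo-8 calcium dye were read kinetically (ex 480/em 530) during compound addition, then stimulated with an EC20 of TRH (10 nM final). Enhancement of the Gq-mediated intracellular calcium response was scored.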
D2 agonist = agonists of human D2 dopamine receptor; P14416; actives 0.53% (n = 340,000); activation, % at 2 µM; HEK293 T-REx D2 cells, calcium flux agonist mode;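 active means activation over 3 SD above normal in the single-dose calcium agonist read, cut at about 30% in these data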; further: 0% is about no effect
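Calcium-flux readout, 1 cycle/sec over 180 s following compound pin transfer, in inducible HEK293 Trex D2 cells (force-coupled); dopamine controls included. Positive calcium responses during this window marked compounds as potential agonists.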
D1 agonist = activates the human D1 dopamine receptor | HEK293 T-REx D1 cells, calcium flux, agonist mode | actives 1% (n = 360,000) | activation, % at 2 µM; further: 0% is about no effect
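Inducible HEK293 T-REx D1 cells, force-coupled to calcium signalling, were plated at 4000 cells/well with tetracycline and held overnight at 30 C. After no-wash calcium dye loading, compound-evoked calcium rise over 180 s flagged agonists.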
D1 potentiator = human D1 dopamine receptor positive modulation. potentiation, % at 10 µM. actives 0.036% (n = 360,000). HEK293 TREx D1 cells, calcium flux, dopamine EC20 potentiation. AID 504651. P21728; in the data active means potentiation above about 30%; further: 0% is about no effect
D2 antag = antagonists of human D2 dopamine receptor | P14416 | HEK293 TREx D2 cells, calcium flux, dopamine EC80 | inhibition, % at 10 µM | actives 2% (n = 340,000) | AID 485344; in the data active means inhibition above about 30%; further: 0% is about no effect
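Dopamine at EC80 is the agonist stimulus; test compounds precede it by 180 s. Calcium flux read kinetically in a force-coupled, inducible HEK293 T-REx D2 cell line.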
RXFP1 antagonist = RXFP1 (human) relaxin receptor antagonism. Q9HBX9. HEK293-RXFP1, relaxin-stimulated cAMP HTRF, 30 min; hits give low values. activity change, negative = inhibition, % at 57.5 µM. actives 0.59% (n = 350,000). AID 1259400;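 active means activity change of -60% or lower, but not beyond a set lower limit; inconclusive means change between -60% and -40%, or beyond the set limit; inactive means change above -40%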; further: on the % scale 0 is the no-effect control and ±100 the full control effect
D2 PAM = positively modulates the human D2 dopamine receptor allosterically; P14416; HEK293 T-REx D2, calcium flux, EC20 dopamine potentiation; potentiation, % at 10 µM; actives 0.34% (n = 340,000);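 active means potentiation over 3 SD above the plate norm, cut at about 30% in these data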; further: 0% is about no effect
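Calcium flux readout, no-wash dye, 1 read/s. Inducible HEK293 Trex D2 line, overnight 30 C. Compound alone 180 s (agonist flags), then EC20 dopamine, another 180 s to score potentiation.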
TRHR agonist = activates the human TRH receptor | activation, % at 2 µM | P34981 | TRHR cells, calcium flux fluo-8, FDSS agonist mode | actives 0.18% (n = 360,000); further: 0% is about no effect
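Steps: seed TRHR cells overnight; add fluo-8 no-wash Ca dye, RT 30 min–1.5 h; record 10 s baseline; pin-transfer compounds; monitor fluorescence 1 cycle/s for the agonist window. Calcium increases flag candidate agonists.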
Starred values were filed as active, the others as inactive; ? = inconclusive; . = no result given; & = joins results of further samples; ! = a repeat was not active. Unless noted, no stated cut-off is given here; in the data, active means activation above about 30%; inactive means the rest.

SMILES	D1 antag	TRHR enhancer	D2 agonist	D1 agonist	D1 potentiator	D2 antag	RXFP1 antagonist	D2 PAM	TRHR agonist
O=C1c2nccnc2C(=O)N1c1ccc(C(F)(F)F)cc1	0.6	-0.8	0.1	-1.5	-4.2	4.9	-0.1	-4.6	0.7
N#Cc1ccc(C(=O)NC2=NCCS2)cc1	-10.2	22.3	0.3	0.7	-2.2	4.4	11.7	8.5	-0.7
Cc1ccc(C)c(SCC(=O)N(C)CC(=O)Nc2ccc(N3CCOCC3)cc2)c1	-13.4	-7.9	0.3	2.8	2.5	4.6	9.6	-2.0	-0.1
COC(=O)c1cn(CC(=O)N2C(C)CCCC2C)c2ccccc12 (centres undefined)	6.0	-0.3	0.8	3.4	-7.1	5.5	-6.5	-9.0	1.1
Cc1cccc(OCC(=O)NCc2ccccc2)c1	12.6	16.1	-1.4	0.0	-1.6	-6.8	4.7	5.0	-1.4
COc1ccc(CN=CC2=C(O)CNC2=O)cc1OC	4.6	10.4	0.2	4.1	1.5	13.7	-6.9	3.3	0.4
COc1cc(OC)c2ccc(=O)oc2c1C(CCN1CCCC(C)C1)c1ccc2c(c1)OCO2 (centres undefined)	-11.4	5.2	-1.0	5.2	-9.6	83.5*	.	-18.0	-0.2
CN(C)/C=C/C1=C([N+](=O)[O-])C(c2cccc([N+](=O)[O-])c2)NC(=O)N1 (centres undefined)	2.8	-2.4	-0.6	0.0	-3.1	-7.6	-14.3	11.8	0.0
CN(C)CCCCOc1cccc(Br)c1	-12.4	-2.2	0.7	4.9	-2.9	-11.2	-18.9	-21.1	2.0
O=C(c1cc(-c2ccc(F)cc2)on1)N1CCN(c2ccc(F)cc2)CC1	-30.0*!	-3.1&7.2	-2.3&-0.2	-0.9&-1.2	0.2&-0.2	4.0	-9.8	-3.1	0.7&0.1
CCc1nnc(NS(=O)(=O)c2ccc(NC(=S)NC(=O)c3ccc(OC)cc3)cc2)s1	-31.5*	1.3	-0.4	1.5	11.2	6.5	.	-2.4	0.0
CCCC[N+](CC#Cc1ccccc1)(CCCC)CCCS(=O)(=O)[O-]	14.1	10.2	0.6	0.5	0.5	3.8	-24.3	3.1	0.4

8 structures already listed, arranged by SMILES length, rising:
SMILES	D1 antag	TRHR enhancer	D2 agonist	D1 agonist	D1 potentiator	D2 antag	RXFP1 antagonist	D2 PAM	TRHR agonist
N#Cc1ccc(C(=O)NC2=NCCS2)cc1	-10.2	22.3	0.3	0.7	-2.2	4.4	11.7	8.5	-0.7
Cc1cccc(OCC(=O)NCc2ccccc2)c1	12.6	16.1	-1.4	0.0	-1.6	-6.8	4.7	5.0	-1.4
O=C1c2nccnc2C(=O)N1c1ccc(C(F)(F)F)cc1	0.6	-0.8	0.1	-1.5	-4.2	4.9	-0.1	-4.6	0.7
COC(=O)c1cn(CC(=O)N2C(C)CCCC2C)c2ccccc12 (centres undefined)	6.0	-0.3	0.8	3.4	-7.1	5.5	-6.5	-9.0	1.1
CCCC[N+](CC#Cc1ccccc1)(CCCC)CCCS(=O)(=O)[O-]	14.1	10.2	0.6	0.5	0.5	3.8	-24.3	3.1	0.4
O=C(c1cc(-c2ccc(F)cc2)on1)N1CCN(c2ccc(F)cc2)CC1	-30.0*!	-3.1&7.2	-2.3&-0.2	-0.9&-1.2	0.2&-0.2	4.0	-9.8	-3.1	0.7&0.1
CCc1nnc(NS(=O)(=O)c2ccc(NC(=S)NC(=O)c3ccc(OC)cc3)cc2)s1	-31.5*	1.3	-0.4	1.5	11.2	6.5	.	-2.4	0.0
CN(C)/C=C/C1=C([N+](=O)[O-])C(c2cccc([N+](=O)[O-])c2)NC(=O)N1 (centres undefined)	2.8	-2.4	-0.6	0.0	-3.1	-7.6	-14.3	11.8	0.0

The list goes on.
SMILES	D1 antag	TRHR enhancer	D2 agonist	D1 agonist	D1 potentiator	D2 antag	RXFP1 antagonist	D2 PAM	TRHR agonist
C(=N\N1CCN(c2ccccn2)CC1)/c1ccccn1	-9.2	-1.5	.	3.6	-2.7	.	9.7	-6.6	-0.1
COCCn1c(SCc2nc3scc(-c4ccc(Cl)cc4)c3c(=O)[nH]2)nnc1-c1cccc(C)c1	4.0	-2.5	-0.8	5.6	3.8	-5.0	7.2	0.0	0.3
O=C(NCC(c1ccc2c(c1)OCO2)N1CCOCC1)c1c(F)cccc1F (centres undefined)	-12.4	3.1	.	0.1	-0.2	.	0.7	-4.7	0.4
CCOC(=O)C1C(=O)OC(C)(C)C1C(C)C(=O)c1ccc(OC)cc1 (centres undefined)	-6.3	5.8	.	1.5	2.1	.	0.4	-4.5	0.3
COc1ccc([N+](=O)[O-])cc1NC(=S)NC(NC(=O)C(c1ccccc1)c1ccccc1)C(Cl)(Cl)Cl (centres undefined)	-19.1	-6.3	-0.1	7.9	-7.1	71.3*	-4.1	-19.0	0.0
CCOc1ccc(C(=O)NCC(=O)OCCCOC(=O)CNC(=O)c2ccc(OCC)cc2)cc1	20.2	3.4	0.8	0.7	3.5	-9.8	-22.0	6.1	0.9
O=C(NCCc1ccccc1)C1(c2ccccc2)CCCC1	3.2	-7.8	1.0	1.6	-10.7	17.6	12.3	-9.4	-0.7
Cc1ccc2c(COC(=O)c3ccc(NC(=O)CC#N)cc3)cc(=O)oc2c1C	2.9	1.8	2.0	0.1	-3.7	-3.7	2.0	.	-0.4
COc1ccc(-c2nnn(Cc3ccccc3F)n2)cc1	2.5	-0.3	0.3	7.9	1.8	-2.1	1.2	-3.2	0.7
COC(=O)c1cc2sccc2n1CC(=O)N(C)c1ccccc1	-9.0	-5.6	3.2	2.6	5.0	1.3	13.9	-4.2	0.7
Cc1ccc(CNC(=O)c2ccc3c(c2)NC(=O)CS3)cc1	-3.2	-6.9	1.0	1.8	-4.6	20.6	3.4	-12.8	-1.2
NC(=O)C1CCN(C(=O)CCc2nc3ccccc3c(=O)[nH]2)CC1	2.9	-5.5	0.1	2.1	-3.5	1.0	4.0	0.7	0.8
COc1ccc(S(=O)(=O)NC2CC2)cc1Cl	-5.3	7.5	-1.4	-0.1	-3.2	-1.6	5.5	4.1	0.1
O=C1C2C(c3ccccc3)C=CC(c3ccccc3)C2C(=O)N1CCCO (centres undefined)	0.6	-2.0	0.7	0.0	-5.0	9.1	-8.3	10.2	1.0
O=C(NCCc1nnc2ccc(N3CCCCCC3)nn12)c1ccccc1	-30.9*	-0.6	2.3	41.2*	-11.9	15.2	-6.0	6.0	5.4
COc1ccc(NC(=O)CN(C)C(=O)c2cccc(NS(=O)(=O)c3ccc(Br)cc3)c2)cc1	-4.9	-2.1	0.3	3.2	-8.2	-9.8	-6.8	3.0	0.3
CC1CCc2cc(F)ccc2N1C(=O)CSc1nnc(-c2cccs2)n1C (centres undefined)	-12.7	-8.6	-0.1	0.5	-2.3	14.3	-0.9	-0.1	0.3
O=C(Nc1ccc(N2CCCC2)cc1)c1cccc(-c2cc3ccccc3oc2=O)c1	-10.5	-2.6	-0.3	0.9	0.4	6.3	-17.9	16.6	-0.3
Cn1nccc1C(=O)Nc1ccc(Cl)cc1	8.3	-0.4	-0.4	0.5	-3.9	0.7	-3.2	-1.6	0.5
O=C(C1CCCCC1)N(Cc1cccnc1)c1nc2ccc(F)cc2s1	.	-1.4	1.2	0.2	4.0	.	-37.4	-3.0	-0.2
O=C(NC(=S)Nc1cccc(NC(=S)NC(=O)c2ccco2)n1)c1ccco1	5.2	8.9	-0.1	5.2	16.2	-6.4	-39.5	5.6	0.5
Cc1cccc(C)c1OCCNC(=O)C(=O)NCc1ccco1	19.3	3.1	-0.6	3.0	-3.0	4.7	2.8	5.1	-0.7
Clc1ccc(N=C2SCCS2)cc1	-17.8	-10.4	0.0	2.1	-9.3	-15.7	9.1	7.9	0.3
Cc1cc(NC(=O)COC(=O)C2CCC2)no1	-11.1	-0.5	0.3	3.0	-4.9	-20.0	-5.1	3.2	0.0
COc1ccc(-c2cc3ccccc3n2CC(O)CN2CCN(CCO)CC2)cc1 (centres undefined)	0.1	-2.9	0.7	6.0	-5.7	13.1	.	-22.9	1.5
CCNC(=O)Cn1c(=O)c2c(ncn2Cc2ccccc2)n(Cc2ccccc2)c1=O	11.1	-1.5	.	1.7	-0.2	.	-20.3	.	-1.1
COc1cccc(C2N(c3ccc(Cl)c(Cl)c3)C(=O)C3CCCN32)c1OC (centres undefined)	17.1	9.6	-0.3	-1.1	-2.6	-5.9	-15.6	0.8	-0.3
CC1CN(C(=O)CCN2C(=O)c3ccccc3C2=O)CC(C)O1 (centres undefined)	-31.7*	3.8	1.2	2.3	-8.6	-8.6	0.5	16.7	0.6
COc1ccc(-n2c3c(c(=O)[nH]c2=O)C(C(F)(F)F)(C(F)(F)F)N=C(CC(C)C)N3)cc1	-10.7	1.4	0.8	0.2	10.4	-7.2	-6.2	6.5	-0.1
Clc1ccc(CSc2nncn3c2cc2occc23)cc1	-0.2	6.6	0.5	1.6	-3.3	.	-27.8	0.3	1.2
COc1ccc(Cl)cc1N(CC(=O)NC1CC2CCC1C2)S(=O)(=O)c1ccccc1 (centres undefined)	-4.0	-3.9	0.7	2.6	-1.1	1.6	3.0	-15.9	2.1
COC(=O)c1cccc(NC(=O)c2ccc3c(c2)C(=O)N(Cc2cccnc2)C3=O)c1	-4.3	-1.4	0.9	0.0	-2.1	6.9	-34.4	-1.5	-0.9
CCN(CC)CCNC(=O)c1ccc(N2CCCCC2)c(NS(=O)(=O)c2ccc(C)cc2)c1	3.9	2.2	0.9	4.2	-3.9	56.2*	-2.6	-17.5	0.2
O=C(c1ccc(C(F)(F)F)cc1)C1CCCN(C(=O)Cn2cnnn2)C1 (centres undefined)	-12.9	-4.3	2.4	1.3	-11.0	-12.0	14.3	-1.1	0.7
CCCCOP(=O)(c1ccc(N(C)C)cc1)C(O)c1ccncc1 (centres undefined)	-11.4	1.3	1.0	-0.2	-5.6	-15.0	-6.4	-5.0	0.1
CCOc1ccc(NC(=O)C(CC)n2nc(C)c3c(C)n(-c4ccccc4)nc3c2=O)cc1 (centres undefined)	-8.8&-6.4	3.0&1.8	-1.1&-0.9	2.3&2.9	-4.1&-0.4	-4.6	?	-4.9&2.8	-0.4&-0.6
COc1ccc(OC)c(S(=O)(=O)n2ccnc2C(C)C)c1	-0.1	19.6	-0.7	0.9	1.2	-11.3	2.1	-6.0	0.0
Cc1ccc(N2CC(NC(=O)C3CCCC3)CC2=O)cc1 (centres undefined)	.	4.3	0.7	-1.6	-0.1	.	6.6	0.4	0.3
COc1ccc(OCC(=O)Nc2ccc(S(=O)(=O)N3CCCCCC3)cc2)cc1	13.4	12.2	0.3	11.9	-16.5	2.5	2.5	9.6	1.5
CCOc1ccc(CCNc2cc(C)nc3ncnn23)cc1OCC	-5.6	3.2	0.5	3.2	-1.6	2.3	-10.9	5.0	-0.2
Fc1ccc(C2CC(c3ccccc3)Nc3ncnn32)cc1 (centres undefined)	-4.2	7.2	0.9	4.7	.	-2.8	.	-3.7	2.0
COC(=O)CNC(=O)COc1ccccc1	3.2	-1.7	-1.4	0.5	-3.9	-8.9	7.4	-2.0	0.2
NS(=O)(=O)c1ccc(N2C(=O)C3C4CC(C(Br)C4Br)C3C2=O)cc1 (centres undefined)	10.4	2.4	4.3	5.0	-4.5	-5.9	-2.3	3.7	0.5
